PPC-1+TRAIL kill – PPC-1 cancer cell killing with TRAIL present; cell killing (% activity), % at 4 µM; AID 1443; PPC-1 cells + TRAIL, ATPLite viability luminescence; actives 0.41% (n = 220,000);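 active = cell killing above 50% in the first pass at 4 µM, then a duplicate retest at 5 µM averaging 50% or more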;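 also: plate controls were cells with TRAIL plus DMSO for no effect and medium-only wells lacking cells for full effect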
Runt-SMMHC FRET – inhibitors of human RUNX1 Runt domain binding to CBFb-SMMHC; Cerulean-Runt/Venus-CBFb-SMMHC FRET ratio 530/480, 1 h; inhibition, % at 20 µM; actives 0.74% (n = 220,000); AID 1434;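 active = mean inhibition across duplicate retests at 20 µM reaching about 50%, limit read from the data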;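 also: 0% = DMSO wells and 100% = wells with excess untagged CBFb-SMMHC; inhibitors lower the FRET ratio by blocking Runt binding to CBFb-SMMHC; some results filed as inactive read as strong as hits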
TRPML3 ag – agonists of human TRPML3 channel | Q8TDD5 | activation, % at 3 µM | actives 0.29% (n = 220,000) | AID 1448 | HEK293 TRPML3-YFP, Fluo-8 calcium fluorescence; 100% = the carbachol control signal;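 active = activation above its plate's cutoff, the mean activation of the plate's test wells plus 3 SD, cut at about 12% in these data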;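 also: 0% = DMSO only wells and 100% = carbachol wells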
Target sequence (Q8TDD5 whole entry, looked up): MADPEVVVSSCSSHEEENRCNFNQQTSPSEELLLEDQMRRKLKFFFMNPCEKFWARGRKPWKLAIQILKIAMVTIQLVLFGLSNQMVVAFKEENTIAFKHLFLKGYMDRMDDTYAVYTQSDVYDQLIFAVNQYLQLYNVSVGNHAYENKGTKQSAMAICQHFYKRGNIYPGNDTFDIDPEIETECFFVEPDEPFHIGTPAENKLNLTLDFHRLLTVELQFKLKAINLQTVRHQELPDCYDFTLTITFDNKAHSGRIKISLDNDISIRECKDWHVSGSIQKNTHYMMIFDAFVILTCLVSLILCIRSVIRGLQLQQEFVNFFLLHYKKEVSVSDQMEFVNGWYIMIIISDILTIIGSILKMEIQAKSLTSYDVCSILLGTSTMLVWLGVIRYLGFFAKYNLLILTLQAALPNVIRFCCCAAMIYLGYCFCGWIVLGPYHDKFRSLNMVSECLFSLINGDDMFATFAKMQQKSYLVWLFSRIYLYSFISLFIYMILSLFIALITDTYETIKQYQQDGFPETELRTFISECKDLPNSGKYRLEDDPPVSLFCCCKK
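Test system: HEK293 cells stably carrying human TRPML3-YFP; Doses: single dose, 3 µM final nominal compound, 0.3% DMSO final; Schedule: dye loading 1 h 37 °C then 30 min ambient, 125 s read; Technique: Fluo-8 calcium fluorescence; Benchmarks: high control carbachol 87 µM, low control DMSO.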
Mdm2 ligase inh – Mdm2 E3 ligase (human) inhibition | Q00987 | cell-based MDM2 ubiquitination luciferase reporter, 2 h; 0 = plate control, 100 = twice control, blank-subtracted | signal enhancement, % at 5 µM | actives 0.11% (n = 210,000);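 active = signal enhancement of 30% or more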;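 also: luminescence tracks abundance of the self-degrading MDM2-luciferase fusion protein; higher signal means inhibition of MDM2 E3 ligase activity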
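Material: stable MDM2–luciferase fusion reporter cells / Quantity: 2000 cells/well / Dosing: single 5 µM compound dose, 0.2% final DMSO / Buffer or medium: DMEM / Schedule: 4 h cell settling then 2 h compound exposure, 37 °C / Detection: luminescence with SteadyLite reagent, 15 min at room temperature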
NCF1 inh – blocks human p47phox regulatory protein of NADPH oxidases | P14598 | p47phox/p22phox peptide binding, fluorescence polarization, 2 h | inhibition, % at 24.7 µM | actives 0.53% (n = 220,000) | AID 1274;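 active = inhibition above about 30%, limit read from the data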;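 also: 0% = p47phox with labelled peptide and 100% = labelled peptide alone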
CHOP inhibitor – CHOP inhibition in unfolded protein response | CHO-K1 CHOP-promoter luciferase, tunicamycin-induced, 15-18 h | inhibition, % at 10 µM | actives 3.8% (n = 220,000);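 active = compounds that reduced the stress-induced luciferase reporter signal by more than about 70% of percent inhibition, limit read from the data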;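 also: 0% = tunicamycin plus vehicle and 100% = wells without tunicamycin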
TNF necrop inh – inhibitors of TNF-alpha induced necroptosis in Jurkat FADD-/- cells; Jurkat FADD-/- TNF necroptosis rescue, ATP luminescence, 24 h; 0 = TNF only, 100 = no-TNF cells; activation (protection from cell death), % at 10 µM; actives 0.068% (n = 220,000); AID 463075;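 active = activation, meaning protection from cell death, of at least 50% relative to plate controls; inactive = activation below 50%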;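 also: necroptosis triggered by 40 ng/mL TNF-alpha added together with compound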
zfTRPN1 agonist – zebrafish TRPN1 (NompC) channel agonism | HEK293 zebrafish TRPN1-YFP, Fluo-8 calcium fluorescence; 100% = response to 87 µM carbachol | actives 0.18% (n = 220,000) | activation, % at 3 µM;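 active = activation above its plate's cutoff, the mean activation of test wells on that plate plus 3 SD, cut at about 19% in these data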;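 also: 0% = DMSO alone and 100% = 87 µM carbachol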
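Control set: carbachol 87 µM as high control, DMSO as low control; system: HEK293 stable line with zebrafish TRPN1-YFP; read-out: % activation versus carbachol response; detection: intracellular calcium fluorescence with Fluo-8; doses: single test compound dose, 3 µM nominal, 0.3% DMSO; schedule: dye 1 h 37 °C plus 30 min RT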
EBV gp42 block – inhibitors of Epstein-Barr virus glycoprotein 42; Fluorescence polarization binding assay, mP read-out; Q1HVG2; AID 1085; inhibition, % (tested at 21.74 µM); actives 0.42% (n = 220,000); in the data active = inhibition above about 50%
Target sequence (Q1HVG2 whole entry, looked up): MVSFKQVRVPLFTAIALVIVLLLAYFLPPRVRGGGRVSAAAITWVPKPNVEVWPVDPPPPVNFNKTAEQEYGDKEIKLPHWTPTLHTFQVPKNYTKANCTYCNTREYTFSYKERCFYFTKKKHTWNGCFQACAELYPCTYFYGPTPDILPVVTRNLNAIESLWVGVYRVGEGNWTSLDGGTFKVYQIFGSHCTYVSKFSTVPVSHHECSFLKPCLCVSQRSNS
Starred values were filed as active, the others as inactive; . = no result given.

item	molecule	PPC-1+TRAIL kill	Runt-SMMHC FRET	TRPML3 ag	Mdm2 ligase inh	NCF1 inh	CHOP inhibitor	TNF necrop inh	zfTRPN1 agonist	EBV gp42 block
1	CCN(CC)c1nc(Nc2ccc(Cl)cc2)nc(OCC#N)n1	5	-1	-0.1	-10	-4	93*	-0.2	-0.3	3
2	N#Cc1nc(COc2ccc(Cl)cc2Cl)oc1N1CCN(c2ccccc2)CC1	20	8	-0.4	-8	-8	0	3.8	-0.1	-7
3	Cc1c(C#N)c2ncnc(N)c2n1-c1ccccc1	-9	0	0.2	-2	-3	28	-1.0	1.6	-32
4	O=C1C[C@@H](c2ccc(O)cc2)Oc2cc(O)cc(O)c21	0	2	0.7	.	-2	9	1.2	-0.8	-8
5	CC1(C)CC(N=Cc2c(O)n(Cc3ccc4c(c3)OCO4)c(=O)c3ccccc23)CC(C)(C)N1	2	1	1.4	-8	-67	-25	-13	2.4	-14
6	COc1cccc(CNC(=O)CCC2CCCN(C(=O)C3=CC(=O)CC(C)(C)O3)C2)c1 (centres undefined)	6	-2	0.8	-2	-5	-2	0.3	0.1	5
7	CCN(CC)S(=O)(=O)c1c(OC)cc(C)c(Cl)c1C	13	1	7.7	-2	-33	23	-1.3	-1.6	-20
8	CN(CCNC(=O)C1(O)c2ccccc2NC(=O)N1c1ccccc1)Cc1ccccc1 (centres undefined)	10	3	0.6	11	-15	-14	1.1	1.5	-26
9	O=C(N=C1N=C2C=CC=CN2Cc2ccccc21)c1ccc(S(=O)(=O)N2CCCC2)cc1	27	-6	0.8	-10	-17	59	3.3	0.9	-15
10	Fc1cccc(Cl)c1CSc1nnnn1-c1ccc2c(c1)OCO2	37	0	-0.3	-10	-8	45	-14	-1.0	4
11	CC1CN(C(=O)COC(=O)[C@@H]2CC(O)CN2S(=O)(=O)c2ccc3c(c2)OCCO3)CC(C)O1 (some centres undefined)	13	4	1.4	1	-5	32	-0.1	0.4	-8
12	COCCNCCOc1ccc(C)cc1[N+](=O)[O-]	17	-1	0.9	2	5	20	0.0	-1.6	-3
13	CCC(CC)c1nnc(NC(=O)CCCN2C(=O)c3ccccc3C2=O)s1	8	-1	0.7	-9	6	26	1.0	1.6	-26
14	CN1CC(c2ccccc2)C(c2ccc(Cl)cc2)=N1 (centres undefined)	40	5	0.0	-6	-10	21	0.2	-3.5	3
15	O=C(O)CSc1ncnc2sc3c(c12)CCC3	4	-2	0.6	-17	.	.	-0.9	1.5	.
16	COc1ccc(Nc2cc(C)nc(-n3nc(C)cc3C)n2)cc1	3	3	-0.1	-13	-6	.	-15	-2.4	-12
17	Cc1ccc(N2C(=O)C3CC(c4ccccc4)=C4C5C=CC(C6C(=O)N(c7ccc(C)cc7)C(=O)C56)C4C3C2=O)cc1 (centres undefined)	-8	-1	0.7	-4	-10	39	3.9	-1.2	-22
18	O=C(NC(=S)NCCO)c1sc2ccccc2c1Cl	17	-7	-0.1	-22	-4	-17	-0.7	-1.0	11
19	CCOC(=O)C1=C(C(F)(F)F)Nc2ncnn2C1c1ccc(OC)cc1OC (centres undefined)	16	2	0.6	-4	-15	4	0.4	0.6	10
20	Cc1nn(CC(=O)Nc2ccccn2)c(=O)c2ccccc12	8	3	0.4	-12	-9	19	0.8	-0.5	-19

Excerpt, compounds 11–13
item	molecule	PPC-1+TRAIL kill	Runt-SMMHC FRET	TRPML3 ag	Mdm2 ligase inh	NCF1 inh	CHOP inhibitor	TNF necrop inh	zfTRPN1 agonist	EBV gp42 block
11	CC1CN(C(=O)COC(=O)[C@@H]2CC(O)CN2S(=O)(=O)c2ccc3c(c2)OCCO3)CC(C)O1 (some centres undefined)	13	4	1.4	1	-5	32	-0.1	0.4	-8
12	COCCNCCOc1ccc(C)cc1[N+](=O)[O-]	17	-1	0.9	2	5	20	0.0	-1.6	-3
13	CCC(CC)c1nnc(NC(=O)CCCN2C(=O)c3ccccc3C2=O)s1	8	-1	0.7	-9	6	26	1.0	1.6	-26

The list continues:
item	molecule	PPC-1+TRAIL kill	Runt-SMMHC FRET	TRPML3 ag	Mdm2 ligase inh	NCF1 inh	CHOP inhibitor	TNF necrop inh	zfTRPN1 agonist	EBV gp42 block
21	CC(=O)c1ccc(NC(=S)N2CCCC(CO)C2)cc1 (centres undefined)	34	1	1.4	-24	-8	-12	0.5	-0.3	2
22	O=C(NCc1cccnc1)c1cccn1-c1ncc(C(F)(F)F)cc1Cl	3	2	0.5	-7	-9	7	0.2	-0.6	-16
23	Cc1ccccc1N1CCN(C(=O)c2ccccc2NC(=O)c2ccccc2C(=O)O)CC1	23	-1	0.0	6	-8	-4	-1.6	-0.9	-8
24	CCc1nnc(NC(=O)c2cc(-c3cccnc3)nc3ccccc23)s1	16	-2	0.1	4	-5	5	-0.7	-0.3	-9
25	CN1CCN(Cc2cc(COCc3ccccc3)c3cccnc3c2O)CC1	14	-4	0.4	-1	3	.	-15	-1.0	-17
26	CCOC(=O)C1CCCN(c2ncnc3c2[nH]c2cccc(OC)c23)C1 (centres undefined)	-2	2	0.4	-5	-5	14	1.5	0.8	0
27	O=[N+]([O-])c1ccc(OCCO)c(P(=O)(c2ccccc2)c2ccccc2)c1	4	1	-1.1	-91	-3	-6	0.0	-0.2	-5
28	Cn1nc(C(C)(C)C)cc1C(=O)Sc1cccc(Br)c1	10	2	1.2	-10	-1	5	-15	2.0	16
29	COc1cc(/C=N/Nc2ncnc3sc4c(c23)CCC4)ccc1O	3	2	-0.6	.	2	31	9.6	-0.6	9
30	O=C(NC1CCCCC1)C1CCCN1C(=O)NCc1ccccc1 (centres undefined)	5	-2	0.2	-21	-8	5	0.0	-1.0	-1

Some entries already given with just NCF1 inh and Runt-SMMHC FRET.
#	SMILES	NCF1 inh	Runt-SMMHC FRET
6	COc1cccc(CNC(=O)CCC2CCCN(C(=O)C3=CC(=O)CC(C)(C)O3)C2)c1 (centres undefined)	-5	-2
7	CCN(CC)S(=O)(=O)c1c(OC)cc(C)c(Cl)c1C	-33	1
8	CN(CCNC(=O)C1(O)c2ccccc2NC(=O)N1c1ccccc1)Cc1ccccc1 (centres undefined)	-15	3
9	O=C(N=C1N=C2C=CC=CN2Cc2ccccc21)c1ccc(S(=O)(=O)N2CCCC2)cc1	-17	-6
10	Fc1cccc(Cl)c1CSc1nnnn1-c1ccc2c(c1)OCO2	-8	0
11	CC1CN(C(=O)COC(=O)[C@@H]2CC(O)CN2S(=O)(=O)c2ccc3c(c2)OCCO3)CC(C)O1 (some centres undefined)	-5	4
12	COCCNCCOc1ccc(C)cc1[N+](=O)[O-]	5	-1

The results go on:
item	molecule	PPC-1+TRAIL kill	Runt-SMMHC FRET	TRPML3 ag	Mdm2 ligase inh	NCF1 inh	CHOP inhibitor	TNF necrop inh	zfTRPN1 agonist	EBV gp42 block
31	Brc1cccc(CN2CCCCCCC2)c1	1	-2	0.8	-19	-5	21	0.5	0.5	6
32	CC(C)(C)c1ccc(C(=O)c2c[nH]c(C(=O)NCCCN3CCOCC3)c2)cc1	-2	2	0.1	-4	-11	-7	-3.7	0.0	-9
33	Cc1cc(N2CCN(c3cccc(C(F)(F)F)c3)CC2)n2ncnc2n1	4	0	0.5	-11	-6	44	-6.7	2.3	6
34	Cc1ccc(NC(=O)c2c(-c3c(F)cccc3Cl)noc2C)cc1F	0	7	0.1	-5	-8	28	1.4	-0.1	-7
35	C=C(C)COc1ccc(-c2[nH]ncc2Oc2ccccc2OC)c(O)c1	24	0	-1.5	10	0	0	0.9	-1.7	9
36	CCOC(=O)c1cnc(SC)nc1Sc1ccccc1	6	-1	0.1	-17	-7	75*	-0.4	0.0	-9
37	Cc1ccc(-c2noc(CCC(=O)N3CCCC3)n2)cc1	0	-1	0.7	-14	-25	-24	0.7	1.5	49
38	O=C(c1ccccc1)N1CCN(Cc2cccc(Oc3ccccc3)c2)CC1	2	-3	0.6	0	0	45	1.4	1.3	-2
39	CC(=O)Nc1ccc(C(=O)N(C)C(C(=O)Nc2ccccc2)c2ccccn2)cc1 (centres undefined)	18	3	1.2	-5	-13	2	0.8	1.3	-29
40	Cc1nn(Cc2ccccc2)c2c1C(c1cccc(Cl)c1)C(C#N)=C(N)O2 (centres undefined)	-15	0	-0.6	-14	-31	33	-15	-0.5	-1
41	CC(C)NS(=O)(=O)c1ccc(OCC(=O)NCc2ccccc2)cc1	-5	-2	0.2	-29	1	-18	0.4	-0.1	-28
42	CCOC(=O)N/N=C(/C)c1cccc(-n2cnnn2)c1	27	-1	0.3	-4	3	-9	-0.1	1.3	-8
43	FC(F)(F)c1ccc(CN2CCCCCC2)cc1	22	1	0.7	.	-12	-5	0.7	-0.7	1
44	CC(=O)NC1(C(=O)O)CCCC1	7	-4	-0.1	-14	-10	0	4.4	1.4	-6
45	CCc1nnc(NC(=O)CSc2nnc3c4ccccc4n(C)c3n2)s1	2	-4	0.9	-9	-11	39	-0.1	0.7	-12
46	Cc1ccc(S(=O)(=O)/N=S(\C)CC2CC2(Cl)Cl)cc1 (centres undefined)	15	-1	0.4	-4	-6	22	0.4	-0.1	4
47	CCOc1cc(CNCC(C)C)c(Cl)cc1OCC(=O)Nc1ccccc1	6	3	0.6	.	-3	19	2.0	0.1	6
48	O=C(C[n+]1cn(C(F)F)c2ccccc21)c1ccc(OC(F)F)cc1	0	2	0.7	-7	-10	-10	-1.0	0.2	-14
49	Cc1nc(-c2c(-c3ccc(O)cc3O)noc2C(F)(F)F)cs1	14	1	1.7	-12	-23	42	-3.5	0.4	-8
50	COc1ccccc1NC(=O)c1cc(C(=O)O)ccc1C(=O)O	9	0	-0.4	-23	-7	29	0.1	-1.1	-14
51	CCOC(=O)c1c(NC(=O)CSc2nncs2)sc(C)c1C	1	-1	0.7	-12	-4	22	-1.9	1.6	-5
52	CC(C(=O)Nc1ccc2c(c1)OCCO2)n1nnc(-c2ccccc2)n1 (centres undefined)	-7	4	1.3	-22	-3	7	-0.7	0.6	-6
53	C=CC12C=CC=CN1C(C(=O)OC)=C(C(=O)OC)C(C(=O)OC)=C2C(=O)OC (centres undefined)	14	-6	0.5	5	-6	14	2.7	-2.3	5
54	CCc1cccc(CC)c1NC(=S)NC(C)c1ccccc1 (centres undefined)	3	8	-1.6	6	-8	-48	-18	-2.6	-11
55	CCn1cc(C(=O)N(CCCN2CCOCC2)Cc2ccco2)c(=O)c2ccc(C)nc21	4	5	0.3	3	-22	19	1.4	0.3	-19
56	CCOc1ccc(C2/C(=C(\O)c3c(C)[nH]c(C(=O)OC)c3C)C(=O)C(=O)N2CCN(C)C)cc1 (centres undefined)	-21	-1	0.7	-4	-8	-16	-0.2	0.1	2
57	O=S(=O)(Cc1ccccc1Cl)N1CCCC1	29	-4	0.8	-13	-4	9	0.3	0.0	-1
58	CCCCCN=CC1=C(O)CC(c2ccccc2)CC1=O (centres undefined)	11	0	0.4	-23	1	21	1.3	0.6	-14

Compound activity deposited in PubChem by several laboratories.
